Tb PFK block – T. brucei PFK enzyme inhibition. O15648. Potency, µM (doses to about 57.5 µM), for inactives: at the highest dose activity, negative = inhibition, usual class: inhibitors. AID 485367. actives 0.17% (n = 330,000). T. brucei PFK, ADP-Glo luminescence;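 note: potency is the fitted concentration of half-maximal effect; 0% = uninhibited 1x PFK enzyme wells and -100% = no-enzyme wells; nearly all actives have a fitted effect of over 60% in size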
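ADP-Glo luminescence quantified ADP after 45 min at room temperature, with 1.25 nM T. brucei PFK, 0.1 mM ATP and 0.5 mM fructose-6-phosphate in pH 8.0 TEA buffer. qHTS titrations up to 57 µM; curves classified by quality.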
TCR act – activators of T cell receptors; primary human leukocytes, anti-CD3, IL-2 HTRF, 48 h; Potency, µM (highest dose often 9.22 µM), for the others: at the highest dose activation of IL-2 secretion, usual class: activators; 330,000 tested, under 10 active; note: % of control where 0% means no effect
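Readout: HTRF IL-2, Eu-cryptate/d2 antibody pair, 320nm excitation, 665nm emission. Stimulus: a-CD3 beads, no co-stimulation. Cells: primary human leukocytes. Exposure: 48 hr with compound.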
Giardia kill – Giardia lamblia killing | actives 0.15% (n = 340,000) | AID 540267 | activity change, % at 7.66 µM, hits read low | Giardia lamblia trophozoite viability; in the data active = activity change below about -80%; inconclusive = between about -30% and that limit;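 note: parasites exposed to compound for two days anaerobically before the ATP read; % is set by controls: 0 for no effect and ±100 for the full control effect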
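Luminescent ATP signal served as the viability read-out, measured 15-30 min after adding ATP detection reagent to trophozoites that had been incubated with compounds for 48 hrs at 37 deg C anaerobically at 100 cells/well.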
hERG WT inh – inhibitors of human wildtype KCNH2 potassium channel; U2OS, BacMam KCNH2, thallium flux FluxOr; hits give low values; actives 0.37% (n = 340,000); activity change, % at 1.84 µM;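 active = maximum activity change below -70%; inconclusive = maximum activity change between -70% and -50%; inactive = maximum activity change above -50%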; note: % is set by controls: 0 for no effect and ±100 for the full control effect
Target sequence (Q12809 whole entry, looked up): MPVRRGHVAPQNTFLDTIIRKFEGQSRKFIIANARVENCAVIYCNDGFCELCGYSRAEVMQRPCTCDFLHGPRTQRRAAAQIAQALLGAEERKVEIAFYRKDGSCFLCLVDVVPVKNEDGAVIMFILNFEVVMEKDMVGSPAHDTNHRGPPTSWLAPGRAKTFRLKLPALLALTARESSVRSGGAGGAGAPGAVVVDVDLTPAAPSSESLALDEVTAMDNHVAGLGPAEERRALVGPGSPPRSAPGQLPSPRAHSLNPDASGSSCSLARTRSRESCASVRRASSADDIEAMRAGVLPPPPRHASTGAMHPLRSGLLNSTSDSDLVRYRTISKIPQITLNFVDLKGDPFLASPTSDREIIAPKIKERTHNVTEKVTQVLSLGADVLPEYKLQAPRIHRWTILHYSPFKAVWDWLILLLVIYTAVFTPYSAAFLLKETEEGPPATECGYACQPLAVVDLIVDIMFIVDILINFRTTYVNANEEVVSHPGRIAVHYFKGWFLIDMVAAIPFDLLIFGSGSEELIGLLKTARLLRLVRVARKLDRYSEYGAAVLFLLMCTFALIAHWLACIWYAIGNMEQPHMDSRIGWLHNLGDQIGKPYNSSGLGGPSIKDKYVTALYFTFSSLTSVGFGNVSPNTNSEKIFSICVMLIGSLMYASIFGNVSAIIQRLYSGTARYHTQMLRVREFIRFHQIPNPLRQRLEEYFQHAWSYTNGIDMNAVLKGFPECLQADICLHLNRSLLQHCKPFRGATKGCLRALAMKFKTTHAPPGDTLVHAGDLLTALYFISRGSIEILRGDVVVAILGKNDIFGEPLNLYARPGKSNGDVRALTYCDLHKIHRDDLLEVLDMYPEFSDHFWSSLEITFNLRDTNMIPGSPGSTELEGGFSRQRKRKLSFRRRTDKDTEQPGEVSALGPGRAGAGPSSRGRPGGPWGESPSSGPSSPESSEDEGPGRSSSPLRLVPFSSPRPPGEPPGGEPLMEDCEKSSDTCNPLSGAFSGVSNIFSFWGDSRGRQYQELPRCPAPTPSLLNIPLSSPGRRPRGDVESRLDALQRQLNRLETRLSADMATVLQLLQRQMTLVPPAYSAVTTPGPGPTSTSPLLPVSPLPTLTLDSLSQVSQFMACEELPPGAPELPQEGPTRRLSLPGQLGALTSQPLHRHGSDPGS
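U2OS cells were transduced with wild-type KCNH2 virus (2.03 x 10^8 / mL) for 4 h at room temperature, then cultured overnight at 37 C. Thallium flux was read with FluxOr dye. Rate constants were normalized to DMSO controls.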
MLL CXXC-DNA inh – inhibitors of human MLL CXXC domain-DNA interaction; Q03164; MLL-CXXC / FITC-HOXA9 DNA fluorescence polarization; Potency, µM (top dose mostly 115 µM), for the others: top-dose activity change, negative = inhibition, most hits filed as inhibitors; actives 0.037% (n = 290,000); AID 2662; active = well fitted inhibition curve with a large enough effect in the polarisation, with a control signal flat, not every such curve was filed as active; inconclusive = small, poorly fitted or top-dose-only effect, or effect the other way, or a change in a side signal; inactive = no such curve, though single readings can be large or run the other way; the % refers to the polarisation; note: potency is the fitted concentration of half-maximal effect
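Purified MLL-CXXC (added from a 7 uM solution) was preincubated 5 min at ambient with pinned compounds in 50 mM Tris-HCl pH 7.5, 50 mM NaCl, 1 mM DTT, 0.05% BSA. Fluorescein-labeled HOX-A9 DNA (50 nM solution) followed, 30 min, then polarization read.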
TSHR antagonist – blocks TSH signaling through the human TSH receptor. P16473. actives 0.2% (n = 330,000). AID 504810. activity change, negative = inhibition, % at 11.5 µM. TSHR-expressing cells, TSH-stimulated cAMP HTRF, 2 h; hits give low values;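 active = activity change below a set negative limit, meaning inhibition stronger than a set level, cut at about -70% in these data; inconclusive = activity change between two set negative limits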; note: % is set by controls: 0 for no effect and ±100 for the full control effect
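Competitive HTRF cAMP read-out (cryptate anti-cAMP antibody, cAMP-d2; 30 min, room temperature) in freshly harvested TSHR cells. Compounds added before TSH at EC80 (4nM final), followed by 2 hours' incubation at 37 deg C.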
Chronic BCR inh – blocks chronic active B-cell receptor signaling; actives 0.05% (n = 340,000); ABC-DLBCL IkBa-CBG/CBR reporter, luminescence ratio, 4 h; Potency, µM (series often up to 46.1 µM), for inactives: top-dose ratio change, negative = lower green/red ratio, hits mostly inhibitors; active = well fitted inhibition curve with a large enough effect in the signal ratio, with a control signal flat, not every such curve was filed as active; inconclusive = small, poorly fitted or top-dose-only effect, or effect the other way, or a change in a side signal; the % refers to the signal ratio;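 note: potency is the fitted concentration of half-maximal effect; plate controls were basal doxycycline-induced cells for no effect and cells given 10 µM MG132 for full effect; MG132 reads +100%, hits lower the ratio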
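Compounds up to 46 uM were incubated four hours with TMD8 cells whose green CBG68 luciferase is fused to IkappaBalpha; red CBR luminescence normalised the signal, and concentration-effect curves were fitted to fusion, red and ratio data.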
AT treatment – candidate therapy for ataxia-telangiectasia; actives 0.19% (n = 320,000); […] A-T fibroblasts, KAP-1 phosphorylation AlphaLISA; neocarzinostatin DNA damage 30 min before lysis; Potency, µM (top dose mostly 57.5 µM), without a hit: top-dose activation, actives largely listed as activators; AID 485349; note: potency is the fitted concentration of half-maximal effect; % of control where 0% means no effect; nearly all actives have a fitted effect of over 45% in size
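hTERT-immortalized A-T patient fibroblasts ([…]), 500 cells/well in OPTI-MEM, 1% FBS, got compounds for 60 min, then NCS for 30 min at 37C. Lysates were then assayed for phospho-KAP-1 by AlphaLISA (anti-pKAP1 donor, anti-KAP1 acceptor beads), 6 hr at 25C.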
GALK inh – galactokinase (human) inhibition; P51570; Purified GALK, Kinase-Glo residual ATP luminescence; Potency, µM (top dose mostly 57.5 µM), without a hit: at the top dose activity change, negative = inhibition, hits mostly inhibitors; actives 0.007% (n = 270,000); AID 1868; note: potency is the fitted concentration of half-maximal effect; % is set by controls: 0 for no effect and ±100 for the full control effect
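Luminescence from leftover ATP (Ultra-Glo luciferase/luciferin) served as read-out after a 1 h room-temperature reaction of 5 nM GALK with 35 uM ATP and 100 uM galactose.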
Coupling enz – counter-screen for Giardia aldolase inhibitors: coupling enzyme system | actives 0.67% (n = 290,000) | activity change, negative = inhibition, % at 58.2 µM, hits read low | AID 2472 | coupling enzyme system counterscreen, AmpLite Red fluorescence; in the data active = activity change below about -30%; note: % is set by controls: 0 for no effect and ±100 for the full control effect
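Activity here indicates interference with the coupling reaction, not aldolase inhibition. Compounds at 57.5 uM final met coupling enzymes for 10 min at RT; substrate and AmpLite Red detection followed, with a 525/598 nm fluorescence read after 20 min.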
* hit, by the source's call; u = inconclusive; x = no result given; & = joins results of further samples; [ ] = remark or other dose. Unless noted, calls come from the whole dose curve; as a rule, active = well fitted curve in the direction sought with a large enough effect; inconclusive = small, poorly fitted or top-dose-only effect, or another doubt; inactive = no such curve, though single readings can be large; an effect the other way counts as inactive or inconclusive. Rows were taken by chance; any-hit rate near 1.6%.

SMILES	Tb PFK block	TCR act	Giardia kill	hERG WT inh	MLL CXXC-DNA inh	TSHR antagonist	Chronic BCR inh	AT treatment	GALK inh	Coupling enz
Cc1ccc2oc(=O)c3cc(C(=O)NCCCN4CCCC(C)C4)sc3c2c1 (stereo not drawn)	14.4%	-3.7%	3.4	-4.6	1.7%	-41.8	4.3%	-1.2%	-6.8%	x
O=C(O)CC(Cc1ccccc1)C(=O)NCC12CC3CC(CC(C3)C1)C2 (stereo not drawn)	7.6%	2.5%	-20.7	-17.3	-6.0%	4.1	-0.1%	3.3%	9.1%	2.3
CN(CC(=O)Nc1ccc(F)cc1)C(=O)CSc1ccc2c(c1)OCCO2	-2.6%	-3.1%	-1.9	2.1	x	2.6	-0.7%	4.3%	x	x
O=C1OC(c2cccs2)=N/C1=C\c1ccc(-c2ccccc2Cl)o1	u	4.4%	8.2	10.6	u	-3.9	-1.6%	-0.6%	0.0%	12.2
CCSc1nnc(SCC(=O)N2CCN(C(=O)c3ccco3)CC2)s1	-0.3%	-6.2%	-3.5	7.1	0.6%	-9.1	0.4%	8.0%	-4.2%	x
CCOC(=O)Cc1cc(=O)n2[nH]c(C)c(C#N)c2n1	0.5%	1.0%	4.3	-5.3	2.7%	-2.7	-3.5%	0.0%	-3.9%	-1.1
C/C(=C\COc1cc(=O)[nH]c2ccccc12)CCC(O)C(C)(C)O (stereo not drawn)	0.2%	-5.7%	-12.8	-2.4	-10.2%	0.9	u	3.8%	-1.0%	-0.1&-0.3&5.8
Cc1ccccc1Cn1cc(S(=O)(=O)CC(=O)N2CCCCC2)c2ccccc21	-4.9%	-3.3%[46.1 µM]	-0.2	-10.6	3.5%	-0.9	-0.2%	1.4%	-1.6%	1.5
CC1CCCCC1NC(=O)CSc1nncn1N (stereo not drawn)	-7.9%	-3.8%	9.2	-3.0	-7.9%	4.8	0.3%	3.7%	4.8%	0.3
COC(=O)CSc1nnc(-c2ccc(S(=O)(=O)NCc3cccs3)cc2)o1	0.2%	-1.9%	-5.9	-4.6	8.3%	-22.5	-5.1%	1.1%	2.3%	3.4
COC(=O)CCCCC1SCC(NC(=O)OC)C1NC(=O)OC (stereo not drawn)	-5.1%	-0.4%	-7.6	1.5	-6.0%	-2.0	u	5.1%	5.1%	1.5
COc1ccc(CCNC(=O)CN2C(=O)NC3(CCc4ccccc43)C2=O)cc1 (stereo not drawn)	-9.4%	-0.7%	-1.8	-4.3	x	-5.8	-2.1%	21.3%	x	x
O=C(COC(=O)c1cccs1)Nc1nnc(-c2ccccc2)o1	9.9%	6.3%	2.4	-0.4	x	-1.2	x	-11.3%	x	x
O=C(Cc1n[nH]c(=O)c2ccccc12)NCc1ccccn1	x	8.0%	13.7	-16.1	-4.5%	x	x	x	-1.9%	2.5
CC(C)Cn1c(CN(C)Cc2ccccc2)nc2c1c(=O)n(C)c(=O)n2C	-5.2%	-3.0%	4.6	7.3	-7.0%	-24.5	-1.0%	4.3%	0.1%	1.8
O=C(NN(C(=O)C1CC1)c1nc2ccccc2s1)C1CC1	-4.7%	-2.1%[46.1 µM]	6.5	0.1	-5.8%	14.9	2.8%	3.6%	x	5.4
Nc1[nH]n2c(=O)cc(-c3ccccc3)nc2c1N=Nc1ccc(S(N)(=O)=O)cc1	-1.1%	-0.4%	8.5	0.9	-8.6%	-7.8	13.6%	0.9%	-2.5%	6.4
COc1ccccc1N1CCN(C2CCCN(C(=O)CCc3cnccn3)C2)CC1 (stereo not drawn)	0.1%	-2.8%	9.5	-5.7	-0.1%	11.3	-0.5%	u	-7.8%	x
Cc1cccc(C=Nc2ccc3c(c2)oc2ccccc23)c1O	-1.5%	-3.0%[46.1 µM]	-7.7	-1.2	4.3%	9.4	1.1%	-0.9%	0.3%	0.9
CCC(=O)N1c2ccc(S(=O)(=O)NCc3ccco3)cc2CC1C (stereo not drawn)	u	11.2%	-5.8	7.5	5.5%	7.3	0.4%	3.9%	6.7%	1.3
COc1ccccc1CNC(=O)CCS(=O)(=O)c1ccc2c(c1)CCCN2C(C)=O	0.2%	3.7%	-28.6	-2.6	-10.6%	1.3	u	2.1%	0.8%	0.1
COc1ccc(Cl)cc1Nc1nc(-c2sc(NC(=O)c3ccccc3)nc2C)cs1	6.2%	x	x	x	22.7%	3.4	2.7%	-3.8%	-2.1%	0.9
CC1(C)CC(=O)C=C(NCCc2ccccc2)C1	-3.3%	0.4%	-25.2	1.0	3.1%	-2.7	u	-5.0%	-1.0%	-0.1
Cc1ccccc1NC(=O)NNC(=O)COc1ccc2ccccc2c1	-16.2%	-2.3%	-11.9	-6.6	-2.2%	9.2	6.9%	-2.5%	-1.9%	-5.3
CCOC(=O)C1CCCN(C(=O)C(CCSC)NC(=O)COc2ccccc2)C1 (stereo not drawn)	5.5%	7.0%	-4.2	-7.3	x	20.1	3.0%	1.3%	x	x
Cc1ccc(N(CC(=O)N/N=C/c2cc(C)n(-c3ccccc3)c2C)S(C)(=O)=O)c(C)c1	-1.6%	1.7%	-7.6	-5.9	0.5%	-7.2	-2.7%	-0.9%	-1.6%	0.6
S=C(NCC1CCCO1)Nc1ccccc1 (stereo not drawn)	-1.5%	-3.5%	-14.8	7.6	-2.2%	-0.8	4.6%	-4.2%	-0.6%	-1.0
COC(=O)c1ccc(Cn2nnc3c(=O)[nH]c(C4CCN(S(=O)(=O)c5cc(C)ccc5C)CC4)nc32)cc1	0.1%	0.7%	-18.3	-5.7	-4.9%	-11.4	-2.2%	-11.3%	1.5%	-0.3
CC(C)(C)c1ccc(C(=O)OCc2c(-c3ccccc3)ncc3ccccc23)cc1	0.0%	6.8%	14.8	0.9	x	19.2	-1.1%	11.3%	x	x
Cc1ccnc2nc(C(=O)NCCc3ccc(F)cc3)nn12	-2.9%	-61.0%	6.4	2.9	3.8%	14.2	u	-10.2%	-2.4%	-2.5
CCCCc1c(C)c2ccc(OC)c(/C(C)=N\O)c2oc1=O	3.8%	0.0%	0.1	12.2	3.4%	-4.8	7.0%	-2.9%	-2.4%	1.4
Cc1ccc(C)c(S(=O)(=O)NC2CCSC2=O)c1 (stereo not drawn)	0.1%	-7.0%	7.4	1.7	x	10.9	-10.1%	-8.8%	x	x
CN(C)C(=O)c1cc(S(=O)(=O)N(C)C)c(Cl)cc1N1CCCC1	1.5%	x	-9.8	-16.8	1.4%	3.9	-0.4%	6.5%	0.3%	2.0
CCC(C)NC(=O)c1ccccc1NC(=O)C(C)N(c1ccccc1)S(C)(=O)=O (stereo not drawn)	0.8%	x	54.2[activator]	-20.2	1.8%	11.1	10.0%	0.0%	1.5%	1.2
COc1ccc(OCCNC(=O)CSc2ccc(C(F)(F)F)cc2[N+](=O)[O-])cc1	-2.4%	-1.2%	-4.9	2.5	-8.3%	-1.8	-4.9%	4.3%	1.2%	-2.6
O=C(O)CCc1nn2c3ccccc3nc2n(CCN2CCCCC2)c1=O	2.1%	-2.3%	-8.5	9.4	-0.4%	9.4	1.7%	3.9%	-0.8%	3.3
CCOc1ccc(OCCC(=O)N(CC)CC(=O)Nc2c(F)cccc2F)cc1	-2.9%	-3.7%	31.8[activator]	7.0	x	-1.7	u	-1.5%	x	x
CC1(C)Oc2ccc(C(=O)Nc3ccccc3F)cc2N(CC(=O)N2CCOCC2)C1=O	0.1%	-1.6%	-16.4	1.5	3.2%	-2.3	u	-0.2%	0.3%	-1.2
Cc1sc2nc(CN3CCOCC3)nc(N3CCC(C(N)=O)CC3)c2c1C	3.4%	x	-13.5	-1.1	-6.8%	-11.5	u	10.7%	-2.8%	-1.0
COc1cc(/C=C/C(=O)NCC2CCCCC2)cc(OC)c1OC	0.9%	7.8%	19.1	-7.0	51.0%[activator]	13.6	2.3%	-11.7%	-5.2%	1.0
COc1ccc(C(=O)N=c2sc3ccccc3n2C)cc1OC	1.0%	0.8%	5.2	0.3	0.8%	-2.4	u	-1.7%	9.4%	-6.5
C=CCNC(=O)/C(C#N)=C/c1ccc(OS(=O)(=O)c2ccc(C)cc2)c(OC)c1	1.3%	-0.6%[46.1 µM]	0.9	15.6	13.4%	-8.5	u	u	1.9%	-0.6
Cc1ccc(CSc2nnc(-c3ccncc3)o2)c(C)c1	-0.8%	6.0%	-2.8	10.9	17.6%	-21.3	14.5%	-2.8%	9.3%	2.4

Bioassay records (PubChem)
